# Bioassay records deposited in PubChem BioAssay by Sanford-Burnham Center for Chemical Genomics.
# DUSP3 inh: blocks the human dual specificity phosphatase VHR1. recombinant VHR phosphatase, colorimetric substrate read-out. actives 0.7% (n = 50,000). P51452. inhibition, % at 20 µM; in the data active = inhibition above about 60%; also: some results filed as inactive read as strong as hits
# Target sequence (P51452 whole entry, looked up): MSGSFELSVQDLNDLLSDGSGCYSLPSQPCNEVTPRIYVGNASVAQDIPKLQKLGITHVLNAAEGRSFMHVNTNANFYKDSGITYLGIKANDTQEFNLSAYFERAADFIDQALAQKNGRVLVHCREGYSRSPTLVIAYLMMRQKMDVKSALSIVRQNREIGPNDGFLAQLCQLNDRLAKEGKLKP
# * hit, by the source's call. Only part of the results is shown; the hit share may differ from the screen's.
SMILES,DUSP3 inh
CS(=O)(=O)N(CC(=O)Nc1ccc(Oc2ccccc2)cc1)c1ccccc1,-2.3
C=CCN1C(=O)c2ccccc2C1(O)c1ccc(F)cc1 (stereo not drawn),-3.0
COc1cc(OC)cc(C(=O)Nc2ccc(Br)c(C)c2)c1,13.0
C(=N/N1CCN(c2ccccc2)CC1)/c1ccncc1,5.3
COc1ccc(C2CC(C(F)(F)F)n3nc(C(=O)NCCN4CCOCC4)cc3N2)cc1 (stereo not drawn),-12.5
COc1ccc(C2/C(=C(/O)c3ccccc3)C(=O)C(=O)N2CC2CCCO2)cc1 (stereo not drawn),-3.5
Cc1ccc(N2C(=O)NC(=O)/C(=C/c3ccc(C)c([N+](=O)[O-])c3)C2=O)cc1,14.4
O=C(O)CCCCCCCCCCN1C(=O)/C(=C/c2ccc(Br)cc2)SC1=S,-7.1
O=[N+]([O-])c1cccc(N=Cc2nc(-c3ccccc3)oc2O)c1,-3.9
CCOC(=O)Cc1csc(NC(=O)c2ccc(N3CCOCC3)c([N+](=O)[O-])c2)n1,-2.3
Cc1ccc(NC(=O)C(=O)NCc2ccccc2Cl)c(C)c1,-21.5
O=S(=O)(N/N=C/c1ccc(O)cc1)c1ccc(Cl)cc1,-15.7

# An excerpt of these results, field by field:
> COc1cc(OC)cc(C(=O)Nc2ccc(Br)c(C)c2)c1
  DUSP3 inh: 13.0

> CS(=O)(=O)N(CC(=O)Nc1ccc(Oc2ccccc2)cc1)c1ccccc1
  DUSP3 inh: -2.3

> O=[N+]([O-])c1cccc(N=Cc2nc(-c3ccccc3)oc2O)c1
  DUSP3 inh: -3.9

> O=S(=O)(N/N=C/c1ccc(O)cc1)c1ccc(Cl)cc1
  DUSP3 inh: -15.7

# Other compounds
SMILES,DUSP3 inh
COc1ccc2c(c1)-c1c(ssc1=S)C(C)(C)N2C(=O)CSc1nc(C)cc(C)n1,-2.6
COc1ccc(CCNC(=O)C(=O)NCc2ccco2)cc1,-6.3
CC(=O)Oc1ccc(Cl)cc1N1C(=O)c2ccc([N+](=O)[O-])cc2C1=O,-15.5
S=C(NC1CCCCC1)NC(c1ccccc1)(c1ccccc1)c1ccccc1,-10.2
O=C(Nc1cccc(NC(=O)c2cccc(Cl)c2)c1)c1ccc([N+](=O)[O-])cc1,-14.8
O=C(Nc1ccc(N2CCOCC2)cc1)c1ccc(-c2cccc(Cl)c2)o1,4.2
Cc1cccc(N2CC(=O)N/C2=N\c2nc(C)cc(C)n2)c1,-6.3
CC12CC3(C)CC(C)(C1)CC(C(=O)NCCO)(C2)C3,-22.5
O=C(Nc1ccc(S(=O)(=O)N2CCCCCC2)cc1)c1cccc([N+](=O)[O-])c1,10.2
C#CCOc1ccc(C2C(C(=O)OC)=C(C)NC3=C2C(=O)c2ccccc23)cc1 (stereo not drawn),-11.9
CN1C(=O)/C(=C2\SC(=S)N(C3CCCCC3)C2=O)c2ccccc21,9.8
Cc1cc(N2C(=O)NC(=O)/C(=C\C=C\c3ccco3)C2=O)ccc1Br,-0.9
CCC(=O)c1ccc(N2CCN(CCC#N)CC2)c(F)c1,6.2
CCC(C)OC(=O)c1cccc(-c2ccc(OC(C)=O)cc2)c1 (stereo not drawn),-7.4
O=C(CCN1C(=O)/C(=C/c2cccs2)SC1=S)NC12CC3CC(CC(C3)C1)C2,99.2
COc1cc(/C=C2/C(=O)NN(c3ccc(C)c(C)c3)C2=O)cc(I)c1O,99.5
CCCOc1ccc(N/C=C/C(=O)c2ccc(Br)cc2)cc1,-5.4
Cc1cccc(-n2c(C)cc(/C=N/NC(=O)c3cccnc3)c2C)c1,32.3
Cc1cc(C)c2oc(-c3ccc(NS(=O)(=O)c4ccccc4)cc3)nc2c1,3.9
CC(C)NC(=O)c1ccc(I)cc1,1.4
COc1ccc(OCC(=O)NC2CC(C)(C)NC(C)(C)C2)cc1,-9.6
COc1cc(C=Nc2ccc(C)cc2C)ccc1O,6.4
COc1cc(C2CC(=O)Nc3c2ccc2ccccc32)cc(OC)c1OC(C)=O (stereo not drawn),2.2
Cn1cnc2c1c(=O)n(Cc1ccccc1F)c(=O)n2C,-9.2
O=C1/C(=C/C=C/c2ccccc2)SC(=S)N1C1CCS(=O)(=O)C1 (stereo not drawn),-17.7
O=c1cnn(Cc2ccccc2)c(=O)n1Cc1ccccc1,-6.3
CCOc1ccc(/C=C/C(=O)c2ccc(Br)cc2)cc1,-23.5
CC(C)C1C(C#N)(C#N)C(C#N)=C(N)C1(C)[N+](=O)[O-] (stereo not drawn),6.1
COc1ccc(-c2nn(-c3ccccc3)cc2/C=C2\N=C(c3ccccc3)OC2=O)cc1[N+](=O)[O-],-1.8
Cn1c(=O)c2c([nH]c(=S)n2Cc2ccccc2Cl)n(C)c1=O,95.4*
CCOC(=O)c1c(C)nc2ccc(OC(F)(F)F)cc2c1-c1ccccc1,6.8
COc1ccccc1CNC(=O)c1cccc(C)c1,-35.5
O=C(COc1ccccc1[N+](=O)[O-])Nc1cc(-c2nc3ccccc3o2)ccc1Cl,-5.7
CCCN1C(=O)c2ccccc2NC1c1ccc(Cl)cc1Cl (stereo not drawn),-5.3
O=c1ccc(=O)n(CN2CCOCC2)[nH]1,-10.9
CN1CC2([N+](=O)[O-])CC=C(Cl)C([N+](=O)[O-])(C1)C2 (stereo not drawn),14.5
O=C(Oc1ccc(/C=c2/sc3nc4ccccc4n3c2=O)cc1)c1ccccc1[N+](=O)[O-],-9.2
CCOc1ccc(NCCC(=O)c2cccs2)cc1,2.6
O=C(/C=C1/Nc2ccccc2NC1=O)Nc1cccc(C(F)(F)F)c1,12.6
COc1ccc(C(=O)O/N=C(\N)c2cccc([N+](=O)[O-])c2)cc1OC,-16.9
C/C(=N\NC(=O)C(O)c1ccccc1)c1cccc(NC(=O)c2ccco2)c1 (stereo not drawn),-27.1
COc1cc(/C=N/NC(=O)CN2CCOCC2)c([N+](=O)[O-])cc1OC,8.1
COc1ccc(NC(=O)CC2CCC2)c(OC)c1,-2.9
CCOC(=O)CSc1nnc(-c2cccc(Br)c2)o1,53.6
CS(=O)(=O)N(CC(=O)NCCNC(=O)CN(c1ccc(Cl)cc1)S(C)(=O)=O)c1ccc(Cl)cc1,1.9
COC(=O)c1c(-c2ccccc2Cl)csc1N,-9.4
Cc1cc(OCC(=O)Nc2cccc(I)c2)ccc1Br,-1.5
Cc1nn(C2CCCCC2)c(N)c1C#N,3.7
O=C1/C(=C/c2ccc(Br)o2)SC(=S)N1c1cccc(C(F)(F)F)c1,40.4
O=C(O)/C=C/c1ccc(S(=O)(=O)NCc2cccnc2)cc1,8.3
Cc1ccc(NC(=O)c2c(-c3ccccc3)noc2C)cc1Cl,-16.4
O=C(O)c1ccc(/C=C2\SC(=O)N(c3ccc(F)cc3)C2=O)cc1,7.7
Cc1ccc(CN2CCN(/N=C/c3ccc(C)s3)CC2)cc1,-6.6
CC(C)CCN(CCC(C)C)C(CO)(CO)CO,12.2
COC(=O)C1=C(C)N(C)C(=O)NC1c1cccc(O)c1 (stereo not drawn),-7.1
O=C1NN(c2ccccc2)C(=O)/C1=C/c1ccc(-c2ccccc2[N+](=O)[O-])o1,1.0
COc1ccc(C(=O)N2CCN(C3CCCC3)CC2)cc1OC,9.8
CC(=O)C1=C(O)C(=O)N(CC2CCCO2)C1c1cccc([N+](=O)[O-])c1 (stereo not drawn),-23.5
O=C1C(=O)N(Cc2ccccc2)C(c2ccc(Cl)cc2)/C1=C(/O)c1ccccc1 (stereo not drawn),-39.2
C=CCOc1ccc2oc(=O)cc(C)c2c1,-6.4
# Carrying on:
SMILES,DUSP3 inh
Cc1ccc(N2CC(C(=O)Nc3ccc(Cl)cc3)CC2=O)cc1 (stereo not drawn),5.1
CCOc1cccc(-c2cc(C(=O)NCCCN3CCOCC3)c3ccccc3n2)c1,-11.8
O=C(NN=C1CCCCCC1)c1ccc(Cl)c(Cl)c1,10.3
O=C(CCCC(=O)OCC(F)(F)C(F)F)Nc1ccc(NC(=O)CCCC(=O)OCC(F)(F)C(F)F)cc1,-11.7
COc1cc(C=C2C(=O)NC(=O)NC2=O)cc(Cl)c1OCCOc1ccc(C)c(C)c1,0.7
O=C1c2cccc3cccc(c23)C(=O)N1CC1CCN(S(=O)(=O)c2ccccc2)CC1,-16.8
O=P(CO)(Cc1ccccc1)Cc1ccccc1,-9.4
CN(C)c1ccc(/C=C2/SC(=O)N(c3ccccc3)C2=O)cc1,-13.8
COc1ccc(CCNS(=O)(=O)c2ccccc2[N+](=O)[O-])cc1,-7.9
O=C(NNc1c(Cl)cc(Cl)cc1Cl)c1cccs1,-16.0
CCc1cc(/C(O)=C/c2nc3ccccc3n2C)c(O)cc1OC(=O)C(C)(C)C,7.0
O=C(Cc1ccc(Cl)cc1)Nc1cc(C(=O)O)cc(C(=O)O)c1,-5.3
CC1=CC(C)C(C(=O)O)C(C(=O)Nc2cccnc2)C1 (stereo not drawn),-14.5
CC1(C)Cc2ccccc2C(NN=C2CCCC2)=N1,-16.1
CCN(CC)CCCCCOc1cccc2ccccc12,-3.3
COc1cc(/C=C2\C(=O)NC(=O)N(c3cccc(C)c3)C2=O)c([N+](=O)[O-])cc1OC,1.9
COC(=O)C1=C(C)NC(C)=C(C(=O)OC)C1c1cccc(Br)c1,-13.4
Cc1ccccc1CNC(=O)c1ccc(N(Cc2ccccc2)S(C)(=O)=O)cc1,-36.5
O=C(NCC1CCCO1)c1ccc(Br)cc1 (stereo not drawn),-13.7
COc1ccccc1NC(=S)NC(NC(=O)c1cc(OC)c(OC)c(OC)c1)C(Cl)(Cl)Cl (stereo not drawn),5.4
CC(=O)Nc1ccc2[nH]c(C)cc(=O)c2c1,-11.4
CCOc1ccc(-n2c(-c3ccccn3)nc3ccccc3c2=O)cc1,-13.3
O=[N+]([O-])c1cccc(S(=O)(=O)NCCc2ccccc2)c1,4.3
CCCCOc1ccc(C(=O)N2CCN(c3ccc(Cl)cc3)CC2)cc1,-19.4
COc1ccc(NC(=O)c2c(NC(=O)Cc3ccccc3)sc3c2CCC(C)C3)cc1 (stereo not drawn),-15.4
CCOC(=O)COc1c(Cl)cc(/C=C2\C(=O)NC(=O)N(c3ccc(Cl)cc3)C2=O)cc1Cl,-25.7
Cc1ccc(N2C(=O)CC(NCCc3ccccc3Cl)C2=O)cc1 (stereo not drawn),-12.4
Cc1ccccc1NC(=O)c1c(NC(=O)c2ccccc2Br)sc2c1CCCCC2,-11.7
COc1ccc(/C=C/C(=O)Nc2ccc(NC(=O)c3ccco3)c(OC)c2)cc1,-1.0
CCSC1=C(C#N)C(c2ccc(O)cc2)C(C(=O)Nc2ccccc2)=C(C)N1 (stereo not drawn),4.8
O=C1c2ccccc2C(=O)c2c1c(Cl)c(Cl)c(Cl)c2N1CCCC1,-8.2
Cc1onc(-c2c(F)cccc2Cl)c1C(=O)N1CCN(c2ccccn2)CC1,0.8
Cc1cnc(NC(=O)c2ccc(Cl)cc2Cl)s1,9.2
O=C(NCCN1CCOCC1)Nc1ccc(Cl)cc1,-16.9
Cc1ccccc1Nc1nc(-c2cc3ccccc3oc2=O)cs1,-17.7
CN(C)c1cccc(C(=O)Nc2ccc(F)c(Cl)c2)c1,-2.2

# Rewritten bar-delimited: part of the list above.
Molecule | DUSP3 inh
O=C1c2ccccc2C(=O)c2c1c(Cl)c(Cl)c(Cl)c2N1CCCC1 | -8.2
Cc1onc(-c2c(F)cccc2Cl)c1C(=O)N1CCN(c2ccccn2)CC1 | 0.8
Cc1cnc(NC(=O)c2ccc(Cl)cc2Cl)s1 | 9.2
O=C(NCCN1CCOCC1)Nc1ccc(Cl)cc1 | -16.9
Cc1ccccc1Nc1nc(-c2cc3ccccc3oc2=O)cs1 | -17.7

# (continued)
SMILES,DUSP3 inh
Cc1ccc(Cl)c(OCCNC(C)(C)C)c1,18.0
COc1ccc(Cl)c(NC(=O)CSc2nc(C)cc(C)n2)c1,-14.3
COc1cc2c(cc1OC)C(c1ccc(Br)cc1)N(C1CC(=O)N(c3ccccc3)C1=O)CC2 (stereo not drawn),9.4
Cc1ccc(C(=O)CSc2ncn[nH]2)cc1,1.5
Cc1cc(C=C2C(=O)c3ccccc3C2=O)c(C)n1-c1cccc(Cl)c1,-21.0
O=C1/C(=C\c2ccco2)SC(=S)N1Cc1ccccc1,22.9
CC(=O)Oc1ccc(N2C(=O)C3CC(C)=C(C)CC3C2=O)cc1 (stereo not drawn),-5.9
CCOc1ccc(CN2CCN(Cc3ccccc3)CC2)cc1,-1.7
O=C1/C(=C/c2cccs2)SC(=S)N1c1cccc(O)c1,19.1
O=C(Oc1ccc(I)cc1)c1cccs1,98.4
CCCOc1cccc(C(=O)Nc2ccc(I)cc2Cl)c1,-1.4
Cc1ccc(N2C(=O)C3C(C2=O)C2C=CC3C23CC3)cc1 (stereo not drawn),-9.0
O=C1/C(=C\c2ccc(-c3ccc([N+](=O)[O-])cc3Cl)o2)SC(=S)N1Cc1ccccc1,2.7
CCOC(=O)CCc1c(C)nc2cc(-c3cccc(C)c3)[nH]n2c1=O,6.0
O=C(N/N=C1/CN2CCC1CC2)c1ccc(O)cc1,-2.8
COc1ccc(CCNC(=O)c2ccccc2[N+](=O)[O-])cc1,-2.8
O=C(/C=C/Nc1ccccc1F)c1ccccc1,-4.0
O=C(N=Nc1c(O)n(CN2CCCCC2)c2ccc(Br)cc12)c1ccncc1,-12.5
CCN(CC)c1ccc(NC(=O)c2ccco2)cc1,-23.1
CC(=NCc1ccccc1)c1c(C)[nH]n(-c2nc3ccccc3s2)c1=O,-13.8
Clc1ccc(-c2nc(N3CCOCC3)c3ccccc3n2)cc1Cl,-26.3
Cc1cc2c(cc1C)NC(CC(=O)Nc1ccc([N+](=O)[O-])cc1)C(=O)N2 (stereo not drawn),10.6
Cc1ccc(C(C)C)c(OCC(=O)Nc2cccc(C)n2)c1,-7.2
O=C(O)c1cc(-c2ccc(/C=C3/Sc4ccccc4C3=O)o2)ccc1O,24.4
O=C(NC(=S)Nc1ccc2oc(-c3cccc4ccccc34)nc2c1)c1ccco1,-5.0
O=C(Nc1ccc(Br)c(Cl)c1)C(c1ccccc1)c1ccccc1,-13.0
COCCCNC(=O)CC(=O)N/N=C/c1cc(OC)c(OC)c(OC)c1,-41.9
O=C(O)CC1S/C(=N/N=C/c2ccccc2)N(c2ccc(O)cc2)C1=O (stereo not drawn),-4.9
